Screening results deposited in PubChem BioAssay by Southern Research Specialized Biocontainment Screening Center.
H1N1 NS1A inhibition – H1N1 influenza NS1A inhibitors, functional cell based assay (AID 504329); NS1A functional cell-based assay, percent inhibition; higher % means a stronger effect; actives 0.3% (n = 340,000); inhibition, % at 12.5 µM; hits with a dose series show IC50 in µM; in the data active means a potency from the dose series; inconclusive means inhibition above about 27% without an active follow-up result; further: strong numbers were not always called active
M. tuberculosis – growth inhibition of non-replicating M. tuberculosis (AID 488890) | actives 0.39% (n = 320,000) | inhibition, % at 25 µM, or IC50 in µM where a hit was titrated | Mycobacterium tuberculosis non-replicating, growth inhibition; higher % means a stronger effect; in the data active means a potency from the dose series; inconclusive means inhibition mostly from about 82% at the one dose, without a potency; inactive means the rest, 99 in 100 with inhibition below about 76%;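 further: plate controls were DMSO cells for no effect and high antibiotic wells for full effect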
H37Rv inhibition – M. tuberculosis growth inhibition, HTS (AID 449762); M. tuberculosis H37Rv growth inhibition, 7H9 media; higher % means a stronger effect; inhibition, % at 25 µM, or IC50 in µM where a hit was titrated; actives 0.59% (n = 330,000); in the data active means a potency from the dose series; inconclusive means inhibition above about 70% without an active follow-up result;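 further: bacterial growth assessed after seven days of incubation; strong numbers were not always called active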
VEEV TC-83 Vero – inhibitors of VEEV TC-83 cytopathic effect, confirmation, Vero cells (AID 588727). actives 0.13% (n = 350,000). Vero cells, VEEV TC-83 cytopathic effect inhibition; higher % means a stronger effect. inhibition, % at 20 µM; hits with a dose series show IC50 in µM; in the data active means a potency from the dose series; inconclusive means inhibition mostly from about 14% at the one dose, without a potency; inactive means the rest, 99 in 100 with inhibition below about 12%; further: strong numbers were not always called active
PhoP GFP inhibition – PhoP regulon inhibitors, Salmonella typhi PhoP promoter GFP reporter, confirmatory (AID 1850); inhibition, % at 50 µM, or IC50 in µM where a hit was titrated; Salmonella Typhi PhoP-promoter GFP reporter, fluorescence, 4 h; higher % means a stronger effect; actives 0.33% (n = 310,000); in the data active means a potency from the dose series; inconclusive means inhibition mostly from about 25% at the one dose, without a potency; inactive means the rest, 99 in 100 with inhibition below about 19%;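 further: 0% = induced wells with vehicle and 100% = uninduced wells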
VEEV TC-83 Vero 10K pilot screen – also measured in VEEV TC-83 Vero; calls as there; inhibition, %; measured here: 10K pilot screen inhibition
* marks the source's active call; other numbers are inactive results; i = inactive; u = inconclusive; x = not tested or not shown; ! = not active in a repeat.

Preview (13 entries):
SMILES	H1N1 NS1A inhibition	M. tuberculosis	H37Rv inhibition	VEEV TC-83 Vero	PhoP GFP inhibition	others
Cc1cccc(N2C(=O)C3C4C=CC(C5CC45)C3C2=O)n1 (configuration not stated)	1%	-11%	-7%	0.5%	-3%
Cc1ccc(NC(=O)c2ccccc2Br)cc1S(=O)(=O)N(C)C	9%	11%	9%	5.7%	-9%
CC(C)(C)c1nnc(NC(=O)C2CCN(C(=O)c3ccco3)CC2)s1	-8%	12%	-3%	2.7%	4%
CC1=NN(c2nc3ccccc3[nH]2)C(=O)/C1=C/N(C)C	1%	16%	8%	i	-14%
Cc1cc(C)c(OCCNCc2ccccc2)c(C)c1	-6%	-7%	10%	i	-8%
Cc1cccc(C(=O)NNC(=O)c2ccc(Cl)cc2)c1O	-4%	-28%	1%	5.0%	10%
COc1cc2c3cc1Oc1cc(ccc1O)C[C@@H]1c4c(cc(OC)c(O)c4Oc4ccc(cc4)C[C@H]3N(C)CC2)CCN1C	9%	27%	7%	47%	144µM*!
O=C(NNC1=Nc2ccccc2SC1)c1ccccc1F	-19%	u	u	i	2%
CC(C)N1CCC(N2CCN(C3CCCC3)CC2CCO)CC1 (configuration not stated)	1%	-11%	-7%	i	8%
CN(C)CC/C=C1\c2ccc(F)cc2Sc2cc(F)c(Cl)cc21	x	u	u	1.4%	32µM*
Cc1ccc(-n2nc3c(c2NC(=O)c2ccco2)CS(=O)(=O)C3)cc1	4%	13%	2%	i	8%
O=S(=O)(c1ccc(Cl)cc1)N1CCN(Cc2c[nH]c3ccccc23)CC1	7%	18%	3%	0.1%	-15%
Cc1ccc(C=NNc2ccc([N+](=O)[O-])cn2)cc1	1%	x	x	0.9%	x

Results, from the start:
SMILES	H1N1 NS1A inhibition	M. tuberculosis	H37Rv inhibition	VEEV TC-83 Vero	PhoP GFP inhibition	others
Cc1cccc(N2C(=O)C3C4C=CC(C5CC45)C3C2=O)n1 (configuration not stated)	1%	-11%	-7%	0.5%	-3%
Cc1ccc(NC(=O)c2ccccc2Br)cc1S(=O)(=O)N(C)C	9%	11%	9%	5.7%	-9%
CC(C)(C)c1nnc(NC(=O)C2CCN(C(=O)c3ccco3)CC2)s1	-8%	12%	-3%	2.7%	4%
CC1=NN(c2nc3ccccc3[nH]2)C(=O)/C1=C/N(C)C	1%	16%	8%	i	-14%
Cc1cc(C)c(OCCNCc2ccccc2)c(C)c1	-6%	-7%	10%	i	-8%
Cc1cccc(C(=O)NNC(=O)c2ccc(Cl)cc2)c1O	-4%	-28%	1%	5.0%	10%
COc1cc2c3cc1Oc1cc(ccc1O)C[C@@H]1c4c(cc(OC)c(O)c4Oc4ccc(cc4)C[C@H]3N(C)CC2)CCN1C	9%	27%	7%	47%	144µM*!
O=C(NNC1=Nc2ccccc2SC1)c1ccccc1F	-19%	u	u	i	2%
CC(C)N1CCC(N2CCN(C3CCCC3)CC2CCO)CC1 (configuration not stated)	1%	-11%	-7%	i	8%
CN(C)CC/C=C1\c2ccc(F)cc2Sc2cc(F)c(Cl)cc21	x	u	u	1.4%	32µM*
Cc1ccc(-n2nc3c(c2NC(=O)c2ccco2)CS(=O)(=O)C3)cc1	4%	13%	2%	i	8%
O=S(=O)(c1ccc(Cl)cc1)N1CCN(Cc2c[nH]c3ccccc23)CC1	7%	18%	3%	0.1%	-15%
Cc1ccc(C=NNc2ccc([N+](=O)[O-])cn2)cc1	1%	x	x	0.9%	x
CN(C)c1ccc(C=NNC(=S)Nc2ccc(F)cc2)cc1	2%	x	x	5.2%	x
O=C(CN1C(=O)NC2(CCCCCC2)C1=O)c1ccc(Cl)s1	-8%	3%	-6%	7.2%	2%
CSc1ccccc1NC(=O)CN(c1cc(C)cc(C)c1)S(C)(=O)=O	8%	9%	-4%	4.7%	-2%
CCOC(=O)N1CCN(C(=O)C(NC(=O)C2CCC(C)CC2)C(C)C)CC1 (configuration not stated)	-12%	1%	-6%	i	-11%
COc1ccccc1N=Nc1c(C)[nH][nH]c1=O	0%	-3%	0%	1.8%	8%
O=C1CSc2ccc(S(=O)(=O)N3CCN(c4ccccc4)CC3)cc2N1	-2%	6%	3%	0.6%	8%
CCOC(=O)C(NC(C)=O)C(=O)O (configuration not stated)	-15%	1%	-1%	i	4%
Cc1nc2cc(C)c(C)cc2o1	0%	x	x	i	x
O=C(NC1CCS(=O)(=O)C1)c1cnccn1 (configuration not stated)	9%	0%	-4%	0.1%	-3%
O=C(Oc1coc(CSc2ncccn2)cc1=O)c1cccc([N+](=O)[O-])c1	-7%	14%	0%	0.2%	-2%
CCOC(=O)c1cnc(SC2CC(=O)N(c3cccc(OC)c3)C2=O)nc1N (configuration not stated)	3%	3%	-10%	3.9%	-3%
Cc1ccc(-c2nc3ccccn3c2NC(=O)c2ccco2)cc1	6%	12%	0%	0.2%	-16%
Cc1ccsc1/C=N/Nc1ncnc2nc[nH]c12	2%	9%	-5%	4.7%	2%
CN(CCc1ccccn1)C1CCCN(S(=O)(=O)c2ccc(F)c(Cl)c2)C1 (configuration not stated)	-5%	10%	-8%	2.9%	2%
N#C/C=C\Oc1ccc(Cl)cc1N	9%	u	14µM*	i	1%
CC(/C=C/c1ccccc1F)=N\NC(=O)c1ccc(Cl)cc1	-3%	u	u	1.0%	-13%
c1coc(-c2nc3c4c5c(sc4ncn3n2)CCCC5)c1	4%	-14%	-7%	6.6%	1%
N#Cc1sc(NCc2ccccn2)nc1Cl	-8%	-4%	-8%	0.1%	0%
CC(C)CCN1C(=O)CCC1(C)C(=O)NC1CCCCCCC1 (configuration not stated)	0%	12%	3%	2.6%	-4%	VEEV TC-83 Vero 10K pilot screen=0.8
O=C(CCc1ccccn1)N1CCCC(CNS(=O)(=O)c2cccs2)C1 (configuration not stated)	-6%	1%	6%	0.2%	-21%
O=C(COc1cccc(C(F)(F)F)c1)Nc1ccc(S(=O)(=O)N2CCCC2)cc1	7%	2%	-13%	0.8%	-13%
CCN(CC(=O)Nc1ccc2c(c1)OCCO2)C(=O)CC(NC(C)=O)c1ccccc1 (configuration not stated)	7%	-5%	41%	i	0%
O=C(CS(=O)(=O)Cc1ccccc1)N1CCN(C(=O)c2ccco2)CC1	-7%	0%	8%	3.8%	1%
O=C(O)C(Cc1ccccc1)N1C(=O)/C(=C/c2cccnc2)SC1=S (configuration not stated)	0%	-2%	0%	5.3%	7%
COc1cc(OC)c(/C=C2\C(=O)Nc3ccccc32)c(OC)c1	x	73%	69%	x	-11%
COc1cc(OC)cc(C(=O)NC(C)c2cnn(-c3ccccc3C)c2C)c1 (configuration not stated)	-9%	-4%	-4%	0.3%	-10%
COc1cc(C(CCN2CCCCC2)c2c(OC)cc(OC)c3c(-c4ccccc4)cc(=O)oc23)cc(OC)c1OC (configuration not stated)	-3%	62%	u	26%	-2%
Cc1ccc(-c2nc(CS(=O)CC(=O)NCc3ccc(F)cc3)c(C)o2)cc1 (configuration not stated)	11%	7%	3%	0.3%	10%
CCC(=O)Nc1ccc(N2CCOCC2)c(S(=O)(=O)Nc2ccc(Cl)cc2)c1	-7%	59%	23%	3.7%	x
N#Cc1ccc(CN2CCN(C(=O)CNC(=O)Cc3ccccc3)CC2)cc1	-3%	x	x	i	x
COc1ccc(-c2cc(=O)oc3c(C)c(O)c(CN(C)C)cc23)cc1	-7%	6%	6%	3.2%	2%
CN(C)C(=O)CN1CCN(Cc2cn(C)nc2-c2ccc3c(c2)OCCO3)CC1	-7%	4%	1%	0.9%	3%
CC(=O)NC(=S)Nc1ccc(NC(=O)COc2ccc(C(C)C)cc2)cc1	8%	u	58%	0.3%	-8%
Cc1ccc(C)c(S(=O)(=O)N/N=C/c2ccc(N(C)C)cc2)c1	-6%	-11%	-6%	1.2%	6%
COc1ccc(N2CCC(CNC(=S)Nc3cc(C)cc(C)c3)C2)cc1 (configuration not stated)	19%	u	2%	0.1%	12%
COc1ccccc1C(=O)N/C(=C\c1cn(S(=O)(=O)N(C)C)c2ccccc12)C(=O)N1CCCCC1	-3%	5%	4%	5.2%	10%
O=C(c1ccc2c(c1)C(=O)N(c1ccc(Cl)cc1)C2=O)N1CCN(c2ccccn2)CC1	-26%	-7%	-14%	1.2%	-11%
C=CCOc1ccc(CNC(C)(C)C)cc1OC	-8%	4%	7%	0.4%	-1%
CC(C)=C1SC(N2CCN(Cc3ccccc3)CC2)=NC1=O	-15%	14%	0%	i	-2%
O=C(CC1C(=O)N(c2ccc(Cl)cc2)C(=S)N1CCc1ccncc1)Nc1ccc(F)cc1 (configuration not stated)	-8%	66%	-6%	i	2%
CCn1ccnc1CN(C)C(=O)c1cc(COc2c(F)cccc2F)on1	4%	3%	-7%	0.0%	-4%
Cc1ccc(C(=O)CSc2nnc(COc3ccc(C#N)cc3)n2-c2ccccc2)cc1	1%	-11%	0%	0.7%	-3%
CCc1nc(SCC(=O)Nc2ccccc2C(=O)OC)n[nH]1	-10%	1%	3%	10%	2%
Cc1cc(NS(=O)(=O)Cc2ccccc2)cc(C)c1OCC(=O)N1CCOCC1	-9%	2%	-2%	0.5%	-2%	VEEV TC-83 Vero 10K pilot screen=0.4
O=C(COc1cc2oc(=O)c3c(c2cc1Cl)CCC3)NCC1CCC(C(=O)O)CC1 (configuration not stated)	-5%	-1%	6%	1.2%	1%
Cc1ccc(-n2ncc3c(=O)n(CC(=O)N(C)C)cnc32)cc1	-15%	-4%	4%	i	-4%
COc1cc(OC)cc(C(=O)NC2CCN(Cc3nnnn3Cc3cccs3)CC2)c1	-1%	13%	6%	3.2%	-5%

Additional entries:
SMILES	H1N1 NS1A inhibition	M. tuberculosis	H37Rv inhibition	VEEV TC-83 Vero	PhoP GFP inhibition	others
Cc1cc(C(=O)N/N=C2\CCCC(C)C2)n[nH]1 (configuration not stated)	-3%	27%	-1%	0.1%	-7%
CCOC(=O)CNC(=O)N1CCCC(N(C)CCc2ccccc2)C1 (configuration not stated)	1%	-10%	-5%	0.4%	-2%
N#Cc1c([N+](=O)[O-])cc([N+](=O)[O-])cc1S(=O)(=O)Cc1ccccc1	-1%	u	15µM*	2.0%	x
Cc1ccccc1C(=O)Nc1ccnn1C1CCN(Cc2ccncc2)CC1	33%	-4%	4%	0.8%	4%
Cc1ccc(-n2nc(C)c3c2OC(N)=C(C#N)C3c2ccc(C)o2)cc1 (configuration not stated)	25µM*	28%	-11%	0.8%	-5%
CC(=O)Nc1ccc2nc(-c3ccco3)[nH]c2c1	1%	0%	-4%	0.1%	8%
COc1ccc(Cl)cc1S(=O)(=O)n1ccnc1	-4%	9%	1%	0.3%	-8%
C/C(=N\N1C(=O)c2ccccc2C1=O)c1cccc([N+](=O)[O-])c1	-1%	-9%	0%	1.5%	-2%
CCN(CC)Cc1nc2c(c(=O)[nH]1)C1(CCCCC1)Cc1ccccc1-2	-2%	u	u	0.5%	-7%
Cc1ccc(CN2CCN(CC(C)C)C(CCO)C2)s1 (configuration not stated)	9%	-11%	-4%	2.8%	0%
O=C(NNc1ccc(F)cc1F)C1CCC1	-25%	34%	u	4.7%	3%
Cn1c2c(c(=O)n(C)c1=O)CN(CCc1ccccc1)CN2	-9%	-10%	-3%	4.1%	0%
CCc1ccccc1NC(=O)c1cc(C)no1	-1%	0%	-9%	0.5%	-6%
CCOc1cc(C(=O)NCc2ccco2)cc(OCC)c1OCC	-3%	3%	10%	i	10%
COc1ccc2nc3ccccc3nc2c1	-1%	-11%	-5%	7.5%	3%
O=C(Nc1ccccc1)Nc1cccn(Cc2c(F)cccc2Cl)c1=O	-9%	13%	5%	2.7%	-12%
COCCOC(=O)c1c(NC(=O)CN(C)c2ccccc2)sc(C(N)=O)c1C	0%	2%	-4%	1.4%	7%
CCCCCCCC[n+]1c(C)n(-c2ccccc2)c2ccc(NC(C)=O)cc21	12%	u	u	i	-19%
Cc1cc(C)c(NC(=O)OCCN2CCOCC2)c(C)c1	-3%	5%	-6%	0.6%	1%
CC(C)CNC(=S)N(CCN(C)C)Cc1cc2cc3c(cc2[nH]c1=O)OCO3	-2%	-18%	-6%	0.1%	-6%
COc1ccc(NC(=O)c2cc(OC)c(OC)c(OC)c2)cc1S(=O)(=O)N1CCCCC1	0%	-14%	3%	6.1%	-2%
